SK-BR-3 tox 24h: SK-BR-3 proliferation inhibitors; SK-BR-3 viability, CellTiter-Glo ATP luminescence, 24 h; hits give low values; viability, % at 10 µM; 41,000 tested, 0.47% active;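 active = viability at or below the median of all test compounds minus 3 SD, in both replicates if run twice, cut at about 45% in these data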;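 note: 100% = median untreated cell wells and 0% = median positive control drug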
* hit, by the source's call.

SMILES	SK-BR-3 tox 24h
O=C(c1ccc(Cl)cc1Cl)N1CCC(c2nc3c(nnn3Cc3ccco3)c(=O)[nH]2)CC1	72.5
O=C(CCn1nc(-c2ccccc2)ccc1=O)N1CCOCC1	77.8
CCn1c(CC(=O)Nc2ccccc2)nnc1SCC(=O)Nc1ccccc1C(=O)OC	87.0
Cc1cc(N2CCCCCC2)nc(-c2ccccc2O)n1	91.1
CN1CCN(c2nc3c(c(=O)[nH]c(=O)n3C)n2CC(N)=O)CC1	106.2
COc1cc(NC(=O)c2cc(-c3ccco3)on2)c(OC)cc1Cl	131.9
COc1ccccc1N1CCN(C(=O)CCc2ccc(S(=O)(=O)NCC(C)C)cc2)CC1	101.7
Cc1ccccc1NC(=O)c1c(O)c2cccc3c2n(c1=O)CC3	81.4
O=C(COc1ccccc1)N1CCN=C1SCc1cccnc1	116.3
COc1ccc(Cn2nc(C)cc2C)cc1OC	105.5
Cn1c(=O)c2cc(NC(=O)c3ccccc3Cl)c(=O)oc2n(C)c1=O	85.3
CC(=O)N1CCN(c2ccc(NC(=O)c3ccc4c(c3)OCCO4)cc2)CC1	106.7
CC1CCN(C(=O)Nc2cccc(NC(=O)N3CCC(C)CC3)c2)CC1	93.3
O=C(CCn1nnc2ccccc21)N1CCC(O)(c2cccc(F)c2)CC1	91.8
COc1cccc(-c2n[nH]c(=S)n2Cc2ccco2)c1OC	78.7
O=C(Cn1c(C(=O)NCc2ccco2)cc2sccc21)c1ccccc1	95.2
Cc1ccc(S(=O)(=O)N2CCOCC2)cc1C(=O)Nc1ccccn1	95.6
CCC1(C)Cc2c(sc3nc(NC)n(C)c(=O)c23)CO1 (stereo not drawn)	90.9
Cn1c(=O)c2c(-c3ccccc3)n(N3CCOCC3)cc2n(C)c1=O	84.8
C=CCn1c(SCC(=O)Nc2ccc3c(c2)OCO3)nnc1-c1ccccc1O	89.9
Cn1c(=O)n(C)c2cc(CNc3ccc(N4CCOCC4)c(C(=O)O)c3)ccc21	84.1
CSc1nc(N)c(C#N)c(-c2ccc(Cl)cc2)c1C#N	49.2
O=C(c1c(Cl)nc2sccn12)N1CCN(c2cccc(Cl)c2)CC1	73.5
CCN(CC)CCN1C(=O)C(=O)/C(=C(/O)c2c(C)[nH]c(C(=O)OC)c2C)C1c1ccccc1OC (stereo not drawn)	86.9
CSc1nnc2c3c4c(sc3c(=O)n(-c3ccccc3)n12)CC(C)(C)OC4	94.5

Look-ups from the entries so far:
Entry of `CCC1(C)Cc2c(sc3nc(NC)n(C)c(=O)c23)CO1` (stereo not drawn) in SK-BR-3 tox 24h: 90.9
Entry of `COc1ccccc1N1CCN(C(=O)CCc2ccc(S(=O)(=O)NCC(C)C)cc2)CC1` in SK-BR-3 tox 24h: 101.7

Structures from the list above that have a furan ring, fused or not, in the order listed:
SMILES	SK-BR-3 tox 24h
O=C(c1ccc(Cl)cc1Cl)N1CCC(c2nc3c(nnn3Cc3ccco3)c(=O)[nH]2)CC1	72.5
COc1cc(NC(=O)c2cc(-c3ccco3)on2)c(OC)cc1Cl	131.9
COc1cccc(-c2n[nH]c(=S)n2Cc2ccco2)c1OC	78.7
O=C(Cn1c(C(=O)NCc2ccco2)cc2sccc21)c1ccccc1	95.2

Gathered by group: those above with a halogen.
SMILES	SK-BR-3 tox 24h
O=C(c1ccc(Cl)cc1Cl)N1CCC(c2nc3c(nnn3Cc3ccco3)c(=O)[nH]2)CC1	72.5
COc1cc(NC(=O)c2cc(-c3ccco3)on2)c(OC)cc1Cl	131.9
Cn1c(=O)c2cc(NC(=O)c3ccccc3Cl)c(=O)oc2n(C)c1=O	85.3
O=C(CCn1nnc2ccccc21)N1CCC(O)(c2cccc(F)c2)CC1	91.8
CSc1nc(N)c(C#N)c(-c2ccc(Cl)cc2)c1C#N	49.2
O=C(c1c(Cl)nc2sccn12)N1CCN(c2cccc(Cl)c2)CC1	73.5

Further entries.
SMILES	SK-BR-3 tox 24h
CCCCCC1CC(CC(C)C(=O)Nc2nncs2)C(=O)O1 (stereo not drawn)	60.4
O=C(CSc1nnc(-c2ccco2)c(-c2ccco2)n1)Nc1ccccc1	108.2
O=C(CC1CC2CCC1C2)NCc1cccs1 (stereo not drawn)	84.7
O=C(Nc1ccc(S(=O)(=O)N2CCCCCC2)cc1)C1CCCO1 (stereo not drawn)	97.8
O=C(CN1CCC(O)(c2ccccc2F)CC1)NCCc1c[nH]c2ccccc12	91.3
O=C(Nc1ccccc1)Nc1ccc(S(=O)(=O)N2CCCCC2)cc1	88.3
CCOC(=O)C1=C(C)N=C2SCCC(=O)N2C1c1cc(Br)ccc1OC (stereo not drawn)	82.4
N#Cc1cn(Cc2cccc(Cl)c2)c2ccccc12	78.2
O=C(c1ccccn1)N(Cc1cc2ccccc2[nH]c1=O)C1CCCCC1	96.8
CCN(CC)C(=O)CSc1ncnc2c1cnn2Cc1ccccc1	96.3
COC(=O)c1ccccc1NC(=O)COC(=O)c1ccco1	96.4
CC1=C(C(=O)Nc2ccccc2)C(c2ccc3c(c2)OCO3)C2=C(CCCC2=O)N1 (stereo not drawn)	87.1
O=C(NC1CCCCCC1)c1nc2ncccn2n1	106.5
Cc1ccc(C)c(N2CCN(S(=O)(=O)c3ccc4c(c3)OCCO4)CC2)c1	112.7
CC(C)NC(=O)c1cc(-c2ccco2)on1	95.3
O=C(Nc1cc(C(F)(F)F)ccc1N1CCOCC1)c1c(F)c(F)c(F)c(F)c1F	91.5
O=C(CSc1nnc2scc(-c3ccc(Cl)cc3)n12)NCc1ccco1	94.0
CC(C)OP(=O)(c1ccc(N(C)C)cc1)C(O)c1c(Cl)cccc1Cl (stereo not drawn)	72.6
COc1cccc(C2=CC(c3ccccc3)n3nnnc3N2)c1 (stereo not drawn)	111.9
CCOC(=O)N1CCN(C(=O)c2oc3ccc(S(=O)(=O)N4CC(C)CC(C)C4)cc3c2C)CC1 (stereo not drawn)	77.0
CS(=O)(=O)N(CC(=O)N1CCOCC1)Cc1ccc(Cl)cc1	87.8
CCc1nc(N2CCN(C(=O)c3ccccc3)CC2)c(C#N)c2c1COC(C)(C)C2	87.8
COc1ccc2c(C)nc(Nc3nc(C)cc(=O)[nH]3)nc2c1	91.4
Clc1ccccc1-c1nnc2sc(-c3ccc(Br)o3)nn12	67.3
COCCn1c(COc2cccc(OC)c2)nnc1SCC(=O)N1CCOCC1	98.1

(listing goes on)
SMILES	SK-BR-3 tox 24h
O=C(CN(Cc1ccccc1F)C(=O)Cn1nnc(-c2cccs2)n1)NCC1CCCO1 (stereo not drawn)	89.1
Cc1ccc(-c2nnn(CC(=O)Nc3ccccc3-c3ccccc3)n2)c(-n2cnnn2)c1	97.1
O=c1cc(-c2ccccc2)nc(N2CCCCC2)[nH]1	93.3
COc1ccc(C2(O)CCN(C(=O)Cc3cccnc3)CC2)cc1	69.2
Cc1ccc(OCC(O)CN2CCN(CC(O)COc3ccc(C)cc3)CC2)cc1 (stereo not drawn)	82.0
Cc1nc(SCC(=O)N2CCCc3ccccc32)c2oc3ccccc3c2n1	84.9
COc1ccccc1NC(=O)N1CCN(c2cccc(C(F)(F)F)c2)CC1	75.4
COc1ccccc1CNC(=O)Cn1cnc2ccccc2c1=O	81.5
CC1(C)CNC(=O)c2sc(N3CCOCC3)nc2C1	91.6
Cc1cccc(N2CCN(C(=O)c3ccc(N4CCCC4=O)cc3)CC2C)c1 (stereo not drawn)	97.6
Cc1noc(NS(=O)(=O)c2ccc(NC(=O)Nc3ccc(Cl)c(Cl)c3)cc2)c1C	101.9
Cc1cccc(CCNC(=O)CCc2nc(-c3ccccc3F)no2)c1	87.7
O=C(CSc1nnc(-c2cccnc2)o1)Nc1ccccn1	99.0
COc1cccc(C2/C(=C(/O)c3cnn(-c4ccccc4)c3C)C(=O)C(=O)N2CCN(C)C)c1OC (stereo not drawn)	128.4
CCCc1ccc(OCc2ccc(C(=O)OC)o2)c(OC)c1	85.2
Cc1nc(N2CCN(Cc3nc4ccccc4[nH]3)CC2)c2oc3ccccc3c2n1	66.8
O=C(Nc1ccc(N2CCN(C(=O)c3ccco3)CC2)cc1)c1cccc(F)c1	78.8
COc1ccccc1Nc1ncnc2c1oc1ccccc12	112.8
CCN(C(=O)c1ccnc(C(C)(C)C)c1)c1ccccc1	101.7
c1ccc(-n2ncc3c(NCCN4CCOCC4)ncnc32)cc1	97.2
COc1ccccc1C1C=C(c2ccc(C)cc2)Nc2nnnn21 (stereo not drawn)	74.9
O/N=C1\CC/C(=N\O)c2nn(-c3ccc(Cl)cc3Cl)nc21	136.9
N/C(=N/O)c1nc(N2CCCCC2)nc(N2CCCCC2)n1	56.1
O=C(N1CCOCC1)N1CCN(Cc2ccccc2)CC1	86.9
CCCn1c(CNC(=O)Cc2ccccc2)nc2ccccc21	94.9
Cc1ccccc1Cc1c(C)nc2nc(SCC(=O)NCc3ccco3)nn2c1C	85.8
O=C(CSc1ncnc2nc[nH]c12)N1CCN(c2ccc(Cl)cc2)CC1	109.4
COc1ccc(C(=O)CSc2nnc(-c3ccccn3)n2Cc2ccco2)cc1	92.7
Cc1ccc(-c2cc(-c3ccc(F)cc3)nc(N)c2C#N)o1	74.9

In the list so far, these have a thiophene ring, fused or not:
SMILES	SK-BR-3 tox 24h
O=C(Cn1c(C(=O)NCc2ccco2)cc2sccc21)c1ccccc1	95.2
CCC1(C)Cc2c(sc3nc(NC)n(C)c(=O)c23)CO1 (stereo not drawn)	90.9
CSc1nnc2c3c4c(sc3c(=O)n(-c3ccccc3)n12)CC(C)(C)OC4	94.5
O=C(CC1CC2CCC1C2)NCc1cccs1 (stereo not drawn)	84.7
O=C(CN(Cc1ccccc1F)C(=O)Cn1nnc(-c2cccs2)n1)NCC1CCCO1 (stereo not drawn)	89.1

These rows are one share of the data; rates above refer to the full screens.
